pAkt inh: HTS Assay for Inhibitors of Akt Phophorylation: Primary Screen | AID 651550, 2012 | actives 0.32% (n = 360,000) | activity change, % for hits at 50 µM | Neuro2A IGF-stimulated pAkt S473 HTRF, 20 min; active compounds read low; in the data active = activity change below about -80%; inconclusive = mostly about -51% to -80%; note: % is set by controls: 0 for no effect and ±100 for the full control effect
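Single-point screen (50 µM final compound) in Neuro2A cells stimulated 20 min with 6 nM IGF at 37 deg C. After lysis, Ser473-phosphorylated Akt read by HTRF (ex 330 nm, em 615/665 nm) as the 665/615 ratio.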
TGFb inhibitor: qHTS for Inhibitors of TGF-b; Potency, µM (doses to about 46.1 µM), without a hit: top-dose activity, negative = inhibition, hits mostly inhibitors; actives 1.2% (n = 410,000); HepG2 CAGA-GFP TGF-b/SMAD3 reporter, GFP fluorescence, 18 h; TGF-beta stimulated, 500 pg/mL final; note: potency is the fitted concentration of half-maximal effect; % is set by controls: 0 for no effect and ±100 for the full control effect; nearly all actives have a fitted effect of over 65% in size
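Per well, imaged GFP fluorescence of HEPG2 CAGA-GFP cells gives the signal; cells get compound, then TGF-beta (500 pg/mL final), 18 h at 37 degrees C; %Activity versus -TGF-beta and +DMSO controls.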
Nrf2 ARE act: qHTS of Nrf2 Activators | AREc32 ARE-luciferase reporter (MCF7-derived line), luminescence, 24 h | actives 0.31% (n = 410,000) | Potency, µM (titrated, usually from 46.1 µM), for inactives: top-dose activation, actives largely listed as activators; note: potency is the fitted concentration of half-maximal effect; % of control where 0% means no effect; nearly all actives have a fitted effect of over 65% in size
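ARE activation measured as luciferase luminescence (Steady-Glo, 30 min RT) in AREc32_Fluc cells after 24 hr compound exposure at 37 deg C, 5% CO2; cells seeded overnight at 1000/well in OPTI-MEM, 5% FBS.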
HepG2 viability: qHTS for Inhibitors of TGF-b: Cytotox Counterscreen; actives 0.76% (n = 410,000); HepG2 CAGA-GFP viability, ATP luminescence, 18 h; AID 588856, 2011; Potency, µM (highest dose often 46.1 µM), inactives show at the top dose activity change, negative = cytotoxicity, most hits filed as cytotoxic; note: potency is the fitted concentration of half-maximal effect; some results filed as inactive show a strong effect at the top dose
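HepG2 CAGA-GFP cells (1000/well, DMEM with 1% FBS) received compound, then TGF-beta at 500 pg/mL final, and were incubated 18 hours at 37 degrees C. Viability was read by CellTiter-Glo luminescence. Media-only wells were set as complete cell-killing and DMSO as no toxicity.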
ATXN viability: Viability Counterscreen for Primary qHTS for Inhibitors of ATXN expression; S2 cells (HEK-293 line with an ATXN2-luciferase reporter) viability, CellTiter-Fluor protease fluorescence, 24 h; Potency, µM (titrated, usually from 56.7 µM), hits mostly cytotoxic; actives 0.49% (n = 400,000); AID 651635, 2014; note: potency is the fitted concentration of half-maximal effect; nearly all actives have a fitted effect of over 40% in size
Nrf2 inh: Nrf2 qHTS screen for inhibitors; A549 ARE-Fluc reporter, luciferase luminescence, 18-24 h; Potency, µM (highest dose often 46 µM), inactives show at the highest dose activity change, negative = inhibition, hits mostly inhibitors; actives 2.1% (n = 360,000); AID 504444, 2011; note: potency is the fitted concentration of half-maximal effect; % is set by controls: 0 for no effect and ±100 for the full control effect; nearly all actives have a fitted effect of over 60% in size
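In this cell-based qHTS, ARE-driven firefly luciferase in A549 cells reports Nrf2 activity; the luminescent signal after BugLite lysis is the measured value, with a prior CellTiter-Fluor read for cell health.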
A549 viability: Nrf2 qHTS screen for inhibitors: counterscreen for cytotoxicity; actives 0.16% (n = 390,000); A549 ARE-Fluc cells, CellTiter-Fluor viability, 18-24 h; Potency, µM (doses to about 46 µM), for inactives: top-dose activity change, negative = cytotoxicity, actives largely listed as inhibitors; note: potency is the fitted concentration of half-maximal effect; % is set by controls: 0 for no effect and ±100 for the full control effect
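A549 ARE-Fluc cells in 5% FBS OPTI-MEM, 5000 cells/well, rested 2 h then exposed to compounds in concentration-response for 18-24 h at 37 °C. Viability by CellTiter-Fluor fluorescence (Ex 405/Em 525) after 30 min; luciferase luminescence (BugLite, 15 min, RT) read afterwards.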
CCT modulator: High-Throughput Screening for Modulators of Cytosolic Chaperonin Activity. purified chaperonin ATPase assay, HTRF ADP detection, 30 min. activity change, % (concentration not given with the values), hits read low. actives 0.3% (n = 360,000). AID 651819, 2012; in the data active = activity change below about -30%; note: % is set by controls: 0 for no effect and ±100 for the full control effect
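ATPase activity: ADP formed was measured by HTRF Transcreener (665/615 nm ratio) after 30 min at 37 deg C with 10 uM ATP. Compounds screened at one 76 uM concentration against 40 or 20 nM TRiC in Tris pH 7.4/KCl/MgCl2/DTT buffer.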
Mm-Cpn inhibitor: Inhibitors of TCP-1 ring complex (TRiC) of Methanococcus maripaludis (MmCpn): qHTS; Chaperonin Mm-Cpn (Methanococcus maripaludis); purified Mm-Cpn ATPase, ADP Transcreener TR-FRET; Potency, µM (top dose mostly 76.9 µM), inactives show at the highest dose activity, negative = inhibition, most hits filed as inhibitors; actives 0.031% (n = 330,000); AID 504842, 2011; note: potency is the fitted concentration of half-maximal effect; % is set by controls: 0 for no effect and ±100 for the full control effect; nearly all actives have a fitted effect of over 80% in size
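Quantitative HTS used 25 nM Mm-CPN and 10 uM ATP in magnesium/KCl Tris buffer, pH 7.4, with 1 mM DTT. Hydrolysis ran 30 min at 37°C; ADP was read by HTRF.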
Starred values were filed as active, the others as inactive. Unless noted, calls come from the whole dose curve; as a rule, active = well fitted curve in the direction sought with a large enough effect; inconclusive = small, poorly fitted or top-dose-only effect, or another doubt; inactive = no such curve, though single readings can be large; an effect the other way counts as inactive or inconclusive.

Cc1cccn2cc(CCNS(=O)(=O)c3cccs3)nc12 was read as pAkt inh inactive, TGFb inhibitor -10%, Nrf2 ARE act 1.8%, HepG2 viability -13%, ATXN viability inactive, Nrf2 inh 21%, A549 viability 5%, CCT modulator 0.3 and Mm-Cpn inhibitor 1%.
For O=C(CCSc1ccc(F)cc1)NNC(=O)c1ccccc1Cl the results were pAkt inh inactive, TGFb inhibitor 6%, Nrf2 ARE act 3.3%, HepG2 viability 4%, ATXN viability inactive, Nrf2 inh -13%, A549 viability 5%, CCT modulator -1.0 and Mm-Cpn inhibitor 3%.
O=C(COC(=O)c1ccccc1-n1cnnn1)c1ccccc1 was read as pAkt inh inactive, TGFb inhibitor -1%, Nrf2 ARE act 5.5%, HepG2 viability 1%, ATXN viability inactive, Nrf2 inh 17%, A549 viability 1%, CCT modulator -0.5 and Mm-Cpn inhibitor -5%.
`COC(=O)/C=C1\N/C(=N/c2nc(C)c3cc(OC)ccc3n2)NC1=O` gave pAkt inh inactive, TGFb inhibitor -28%, Nrf2 ARE act inconclusive, HepG2 viability -2%, ATXN viability inconclusive, Nrf2 inh 3%, A549 viability -4%, CCT modulator 1.5 and Mm-Cpn inhibitor 1%.
For Cc1ccc(C(=O)N2CCN(Cc3nc4sc5c(c4c(=O)[nH]3)CCCC5)CC2)cc1 the results were pAkt inh inactive, TGFb inhibitor inconclusive, Nrf2 ARE act -0.8%, HepG2 viability -38%, ATXN viability inactive, Nrf2 inh 7%, A549 viability 1%, CCT modulator 0.0 and Mm-Cpn inhibitor 1%.
`Cc1cc2c(c(=O)n1Cc1ccccn1)C(c1ccc3c(c1)OCO3)C(C#N)=C(N)O2` (stereo unspecified) gave pAkt inh inactive, TGFb inhibitor -10%, Nrf2 ARE act -0.2%, HepG2 viability -4%, ATXN viability inactive, Nrf2 inh -4%, A549 viability -12%, CCT modulator 1.9 and Mm-Cpn inhibitor 3%.
For COc1cccc(C(=O)Nc2cccc(-c3nnc(-c4ccco4)o3)c2)c1 the results were pAkt inh inactive, TGFb inhibitor inconclusive, Nrf2 ARE act 0.3%, HepG2 viability -43%, ATXN viability inconclusive, Nrf2 inh inconclusive, A549 viability 1%, CCT modulator -0.6 and Mm-Cpn inhibitor -1%.
`COc1cc(C(=O)NCC(=O)Nc2c(C)cccc2C)ccc1OCc1ccccc1` gave pAkt inh inactive, TGFb inhibitor -2%, Nrf2 ARE act -0.1%, HepG2 viability -12%, ATXN viability inactive, Nrf2 inh 12%, A549 viability -3%, CCT modulator -4.1 and Mm-Cpn inhibitor 0%.
Nc1cc(=O)[nH]c(SCC(=O)Nc2ccccc2Sc2ccc(Cl)cc2)n1 was read as pAkt inh inactive, TGFb inhibitor inconclusive, Nrf2 ARE act 0.2%, HepG2 viability -18%, ATXN viability inactive, Nrf2 inh 10%, A549 viability -1%, CCT modulator -0.6 and Mm-Cpn inhibitor -1%.
O=C(NC1CCCC1)C(c1ccsc1)N(Cc1ccccc1)C(=O)Cc1cccs1 (stereo unspecified) was read as pAkt inh inactive, TGFb inhibitor inconclusive, Nrf2 ARE act 1.7%, HepG2 viability 11%, ATXN viability inactive, Nrf2 inh -29%, A549 viability -16%, CCT modulator 0.3 and Mm-Cpn inhibitor 2%.
COc1ccc([C@@H]2C(C#N)=C(N)S[C@@H](c3ccccc3)[C@@H]2[N+](=O)[O-])cc1 was read as pAkt inh inactive, TGFb inhibitor 0%, Nrf2 ARE act 1.9%, HepG2 viability -18%, ATXN viability inactive, Nrf2 inh 21µM*, A549 viability -15%, CCT modulator -3.9 and Mm-Cpn inhibitor 1%.
For COc1cccc(-c2nnc(SCc3cccnc3)o2)c1 the results were pAkt inh inactive, TGFb inhibitor inconclusive, Nrf2 ARE act 3.0%, HepG2 viability -16%, ATXN viability inactive, Nrf2 inh 4%, A549 viability 0%, CCT modulator 0.0 and Mm-Cpn inhibitor 1%.
`COc1cccc(C(=O)NC2CC3CCCC(C2)N3CC(=O)Nc2ccc(N(C)C)cc2)c1` (stereo unspecified) gave pAkt inh inactive, TGFb inhibitor -2%, Nrf2 ARE act 0.5%, HepG2 viability -28%, ATXN viability inconclusive, Nrf2 inh -13%, A549 viability 1%, CCT modulator 0.2 and Mm-Cpn inhibitor -2%.
`CCCCCn1cnc2sc(-c3ccccc3)cc2c1=O` gave pAkt inh inactive, TGFb inhibitor 0%, Nrf2 ARE act -0.1%, HepG2 viability 0%, ATXN viability inactive, Nrf2 inh inconclusive, A549 viability -9%, CCT modulator -0.4 and Mm-Cpn inhibitor -1%.
CCC(C)NC(=O)Nc1ccccc1F (stereo unspecified) was read as pAkt inh inactive, TGFb inhibitor 1%, Nrf2 ARE act 0.2%, HepG2 viability 6%, ATXN viability inactive, Nrf2 inh 2%, A549 viability 0%, CCT modulator -0.2 and Mm-Cpn inhibitor 1%.

Brought forward from above: 2 entries, followed by the next part.
`CCCCCn1cnc2sc(-c3ccccc3)cc2c1=O` gave pAkt inh inactive, TGFb inhibitor 0%, Nrf2 ARE act -0.1%, HepG2 viability 0%, ATXN viability inactive, Nrf2 inh inconclusive, A549 viability -9%, CCT modulator -0.4 and Mm-Cpn inhibitor -1%.
CCC(C)NC(=O)Nc1ccccc1F (stereo unspecified) was read as pAkt inh inactive, TGFb inhibitor 1%, Nrf2 ARE act 0.2%, HepG2 viability 6%, ATXN viability inactive, Nrf2 inh 2%, A549 viability 0%, CCT modulator -0.2 and Mm-Cpn inhibitor 1%.
Screening CC(C)N(CC#CCC(O)(c1ccccc1)c1ccccc1)CCO returned pAkt inh inactive, TGFb inhibitor -7%, Nrf2 ARE act 0.3%, HepG2 viability -5%, ATXN viability inactive, Nrf2 inh -2%, A549 viability 0%, CCT modulator 1.8 and Mm-Cpn inhibitor 3%.
For Cc1ccc(S(=O)(=O)NC(=O)C2(C)CCN2C(=O)c2ccccc2)cc1 (stereo unspecified) the results were pAkt inh inactive, TGFb inhibitor 17%, Nrf2 ARE act 0.4%, HepG2 viability 1%, ATXN viability inactive and CCT modulator 1.0.
`CN(c1ccc(C(=O)NCc2ccco2)cc1)S(C)(=O)=O` gave pAkt inh inactive, TGFb inhibitor 13%, Nrf2 ARE act -0.3%, HepG2 viability -8%, ATXN viability inactive, Nrf2 inh -19%, A549 viability -1%, CCT modulator 0.3 and Mm-Cpn inhibitor 0%.
For O=C(NCC1CCCO1)C(=O)N/N=C/c1cccc(Cl)c1 (stereo unspecified) the results were pAkt inh inactive, TGFb inhibitor 3%, Nrf2 ARE act 0.3%, HepG2 viability 1%, ATXN viability inactive, Nrf2 inh 3%, A549 viability -13%, CCT modulator 1.4 and Mm-Cpn inhibitor 0%.
Screening COc1cc(/C=C2\SC(N)=NC2=O)cc(Cl)c1O returned pAkt inh inactive, TGFb inhibitor 17%, Nrf2 ARE act 2.1%, HepG2 viability -13%, ATXN viability inconclusive, Nrf2 inh -9%, A549 viability -19%, CCT modulator 1.5 and Mm-Cpn inhibitor -14%.
COC(=O)CNC(=O)COC(=O)c1cc(Cl)cc(Cl)c1N was read as pAkt inh inactive, TGFb inhibitor 0%, Nrf2 ARE act -0.9%, HepG2 viability -10%, ATXN viability inactive, Nrf2 inh 7%, A549 viability 0%, CCT modulator 0.3 and Mm-Cpn inhibitor 0%.
`CC1CCN(C(=O)CNC(=O)Cn2ccc3ccccc3c2=O)CC1` gave pAkt inh inactive, TGFb inhibitor 1%, Nrf2 ARE act -0.4%, HepG2 viability -14%, ATXN viability inactive, Nrf2 inh 11%, A549 viability 2%, CCT modulator -2.3 and Mm-Cpn inhibitor 1%.
`O=C(NCCN1CCN(c2ccccc2F)CC1)C1c2ccccc2C(=O)N2CCc3ccccc3C12` (stereo unspecified) gave pAkt inh inactive, TGFb inhibitor -6%, Nrf2 ARE act -0.1%, HepG2 viability -11%, ATXN viability inconclusive, Nrf2 inh -9%, A549 viability -2%, CCT modulator -2.8 and Mm-Cpn inhibitor 2%.
`CCn1c(N2CCN(Cc3ccc([N+](=O)[O-])cc3)CC2)nc2ccccc21` gave pAkt inh inactive, TGFb inhibitor inconclusive, Nrf2 ARE act 6.7%, HepG2 viability -20%, ATXN viability inactive, Nrf2 inh -6%, A549 viability 11%, CCT modulator -1.7 and Mm-Cpn inhibitor 2%.
COc1ccc(NC(=O)CCOc2ccc(C)cc2)cc1S(=O)(=O)N1CCOCC1 was read as pAkt inh inactive, TGFb inhibitor -34%, Nrf2 ARE act 0.4%, HepG2 viability -3%, ATXN viability inactive, Nrf2 inh -7%, A549 viability 0%, CCT modulator 0.2 and Mm-Cpn inhibitor 0%.
`CCCOc1ccc(CNC(=S)N/N=C/c2ccc([N+](=O)[O-])cc2)cc1` gave pAkt inh inactive, TGFb inhibitor inconclusive, Nrf2 ARE act 0.3%, HepG2 viability -42%, ATXN viability inactive, Nrf2 inh inconclusive, A549 viability -23%, CCT modulator -1.6 and Mm-Cpn inhibitor -2%.
For CCOc1ccccc1CN1CCc2nc(N3CCN(c4ccccc4F)CC3)ncc2C1 the results were TGFb inhibitor inconclusive, Nrf2 ARE act 3.9%, HepG2 viability -20%, ATXN viability inconclusive and A549 viability -20%.
